Assay outcomes (PubChem BioAssay)
NR2E3 ag-1 – NR2E3 agonists in two-hybrid cells, primary screen, cell-based, luminescence, CHO-S, Gal4-NCOR/VP16-NR2E3; Photoreceptor-specific nuclear receptor (Homo sapiens), Q9Y5X4; luciferase; inhibition of corepressor binding, % at 3.98 µM; actives 0.35% (n = 360,000); AID 602229, 2012;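 active means inhibition above the mean of all tested compounds plus 3 SD, cut at about 70% in these data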;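 further: 0% = DMSO with NR2E3 transfected cells and 100% = cells lacking NR2E3 construct; higher means lower luciferase signal from less NR2E3 corepressor binding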
Target sequence (Q9Y5X4 whole entry, looked up, the tested form may be a part): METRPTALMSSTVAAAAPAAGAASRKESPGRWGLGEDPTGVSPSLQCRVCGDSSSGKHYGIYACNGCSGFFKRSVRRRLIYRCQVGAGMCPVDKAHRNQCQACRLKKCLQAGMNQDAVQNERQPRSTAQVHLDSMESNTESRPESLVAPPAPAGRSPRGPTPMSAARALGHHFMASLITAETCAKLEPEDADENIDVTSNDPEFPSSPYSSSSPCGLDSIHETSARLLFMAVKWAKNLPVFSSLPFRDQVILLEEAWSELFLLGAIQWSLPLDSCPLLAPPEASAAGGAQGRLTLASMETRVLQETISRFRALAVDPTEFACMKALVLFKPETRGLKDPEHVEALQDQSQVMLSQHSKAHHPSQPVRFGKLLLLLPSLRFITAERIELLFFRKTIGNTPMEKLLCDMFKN
CF NFkB inh – inhibitors of PAF-induced NF-kB signaling, primary screen, cell-based, GFP fluorescence, uHTS; actives 0.86% (n = 360,000); AID 588850, 2011; KKLEB NF-kB-GFP reporter, GFP fluorescence overnight; inhibition, % at 5 µM;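 active means at least 50% inhibition at 5 µM, scaled per plate between neutral and stimulator controls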;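 further: PAF is a Pseudomonas aeruginosa culture filtrate used as stimulus; plate controls were PAF-stimulated DMSO wells for no effect and unstimulated DMSO wells for full effect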
PDI turbidity – inhibitors of human PDI, primary screen, biochemical, turbidity, single point, plate reader | actives 0.052% (n = 350,000) | inhibition, % at 10 µM | PDI insulin aggregation turbidity, A650, 90 min;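 active means mean inhibition across replicates of 30% or more, whatever share of single replicates reach that level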;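 further: absorbance from insulin aggregation driven by PDI reduction with DTT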
HIF-2a block – HIF-2a reporter inhibitors, primary screen, luminescence, 786-0 RCC cells; 786-0 RCC cells HIF-2a reporter, luciferase luminescence, overnight; inhibition, % at 18.8 µM; actives 0.72% (n = 360,000);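 active means inhibition of the luminescence signal of 40% or more relative to plate controls, in a single-dose primary screen at 18.75 µM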
NR2E3 ag-2 – inhibitors of NR2E3-RetCOR corepressor binding, primary screen, NR2E3 agonist project, biochemical, TR-FRET, GST-NR2E3, biotin-RetCOR | Photoreceptor-specific nuclear receptor (Homo sapiens), Q9Y5X4 | 1536-well | inhibition of corepressor binding, % at 4.78 µM | actives 0.12% (n = 320,000) | AID 2300, 2010;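 active means percent inhibition above the cutoff of mean plus 3 SD of all tested compounds, set per screening campaign, cut at about 20% in these data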;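 further: 0% = DMSO wells and 100% = biotin wells as full block of FRET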
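System: GST-tagged NR2E3 plus biotinylated RetCOR corepressor; Amount: 1.35 nM GST-tagged NR2E3 final; Dosing: single nominal compound dose of 4.8 µM; Schedule: 5 h incubation at 4 °C; Technique: TR-FRET with europium anti-GST and streptavidin-D2, 340 nm excitation; Controls: biotin wells as high control, 0.6% DMSO wells as low control.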
MITF TRPM1 inh – inhibitors of MITF-dependent TRPM1 promoter reporter, primary screen, cell-based, SK-MEL-5, single point, luciferase; inhibition, % at 12.5 µM; actives 0.83% (n = 330,000); SK-MEL-5 TRPM1 promoter luciferase, 24 h;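 active means mean inhibition across replicates of 60% or more, whatever share of single replicates reaches that level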; further: values of inactives mirror those of a sister screen read the other way
KKLEB tox – cytotoxicity in KKLEB CF airway cells, primary screen, cytotoxicity control for CF NF-kB inhibitor project, cell-based, uHTS, fluorescence assay plates; KKLEB CF airway cells viability, ATPlite luminescence, overnight; active compounds read low; cells stimulated with P. aeruginosa culture filtrate; activity change (cytotoxicity), % at 5 µM; actives 0.36% (n = 360,000); AID 602141, 2011;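 active means corrected activity change at or below -50% at 5 µM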
Peg3 promoter – Peg3 promoter-driven luciferase inhibitors, primary screen, cell-based, HeLa, luciferase luminescence; AID 588405, 2011; HeLa PEG-Prom luciferase reporter, overnight; inhibition, % at 20 µM; actives 1.7% (n = 360,000);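 active means inhibition of at least 50% at 20 µM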
Shn3 inh set2 – reduction of Shn3 3'UTR firefly luciferase signal, primary screen, Schnurri-3 inhibitor project, cell-based, Clone20 osteoblasts, set 2; Clone20 osteoblast Shn3 3'UTR firefly luciferase, 24 h; inhibition, % at 12.5 µM; actives 0.52% (n = 360,000); AID 588674, 2011;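 active means mean inhibition of at least 75% with every replicate also reaching 75%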;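 further: 0% = median of neutral control wells and 100% = pilot-screen positive control compound; some compounds past the cut are filed as inactive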
Vif inh – HIV Vif self-association inhibitors, primary screen, imaging, HEK293T, single point | actives 0.35% (n = 340,000) | inhibition, % at 7.49 µM | HEK293T cells, Vif self-association by quenched fluorescence, 24 h; in the data active means inhibition above about 50%, passing the limit was not always enough; further: some results filed as inactive read as strong as hits
CaV13 FRET inh – Primary screen for inhibitors of IQ motif and Ca2+-dependent inactivation inhibitor domain binding in CACNA1D, Förster resonance energy transfer in living cells, …; HEK cells, CFP/YFP FRET ICDI-IQ, plate reader, 10 min; percent FRET-ratio fall versus neutral wells; inhibition, % at 12.3 µM; actives 0.098% (n = 340,000); AID 743397;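 active means mean replicate inhibition of at least 30% and at least 1% of replicates passing that level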;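 further: 0% = median of the neutral control wells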
* = called active by the depositor; . = no result given. Hits appear at their usual frequency; overall some 3.3% were active at least once.

1	COc1ccc(N(C(=O)c2snc(C(N)=O)c2N)C(C(=O)NCc2ccccc2)c2ccc(O)cc2)cc1 (stereo not drawn)
2	O=C(Nc1ccc(NC(=O)c2ccccc2F)cn1)c1ccco1
3	CCCCC(c1nnnn1C1CCCC1)N1CCN(C(=O)c2ccco2)CC1 (stereo not drawn)
4	CC1(C)CC2CC(C)(CN2S(=O)(=O)c2cccc(N)c2)C1 (stereo not drawn)
5	Nc1nncn1C(=O)CCc1ccccc1
6	Cc1sc2ccccc2[n+]1CC(=O)O
7	CCN(CC)C(=O)c1nc[nH]c1C(=O)N1CCC(C)CC1
8	O=C(N/N=C\c1ccc(COc2ccc([N+](=O)[O-])cc2)o1)c1ccc(Cl)cc1
9	CCOC(=O)Cc1csc(NC(=O)c2c(-c3c(Cl)cccc3Cl)noc2C)n1
10	O=C(Nc1cccc(S(=O)(=O)N2CCOCC2)c1)c1ccccc1[N+](=O)[O-]

| entry no. | 1 | 2 | 3 | 4 | 5 | 6 | 7 | 8 | 9 | 10 |
| --- | --- | --- | --- | --- | --- | --- | --- | --- | --- | --- |
| NR2E3 ag-1 | -13 | -28 | 5 | -12 | -3 | 7 | -2 | -22 | -22 | -10 |
| CF NFkB inh | -3 | -5 | 0 | 2 | -8 | -11 | 10 | -12 | 0 | -13 |
| PDI turbidity | 10 | 9 | 0 | 2 | 0 | -1 | -1 | 8 | 15 | 6 |
| HIF-2a block | 13 | -1 | 0 | 12 | 15 | 4 | -13 | 14 | 22 | 4 |
| NR2E3 ag-2 | . | 1 | 2 | -1 | -4 | 3 | . | -1 | 1 | 2 |
| MITF TRPM1 inh | 10 | -1 | -12 | 10 | 0 | -4 | 2 | -5 | -2 | -3 |
| KKLEB tox | -1 | -4 | 4 | 7 | -3 | -1 | 9 | -3 | 0 | -3 |
| Peg3 promoter | -7 | -39 | 4 | 7 | -2 | 9 | -8 | 22 | 6 | -4 |
| Shn3 inh set2 | -3 | 10 | -4 | -2 | -3 | 8 | -35 | 2 | -1 | -2 |
| Vif inh | 9 | 8 | -6 | -7 | -3 | . | -1 | . | -2 | 0 |
| CaV13 FRET inh | -3 | -7 | -5 | -4 | -5 | -2 | -3 | . | -5 | -6 |

11	Cc1cc(N2CCC(C)CC2)nc(-n2nc(C)cc2C)n1
12	CN(C)S(=O)(=O)c1ccc(C(=O)NCc2nnc(SCC(=O)N3CCCC3)o2)cc1
13	Nc1cc(-c2ccccc2)nn1Cc1ccccc1
14	CCN(CC)CCCNc1nc2cc(OC)c(OC)cc2c2nc(-c3cccnc3)nn12
15	CC1(C)Cc2cccc(OCC(=O)NCc3ccccc3F)c2O1
16	CC(C)CNC(=O)C1CCCN(C(=O)NCc2ccccc2)C1 (stereo not drawn)
17	C[C@@H]1CN([C@H](C)CO)C(=O)c2c(c3ccccc3n2C)-c2ccccc2CO[C@H]1CN(C)S(=O)(=O)c1cn(C)cn1
18	O=c1c2ccccc2sn1-c1ccccc1
19	O=C(O)c1cc(-c2c[nH]c3ccccc23)nc2cc3ccccc3cc12
20	COC(=O)c1ccc(CN2CCC(CO)(Cc3cccc(OC)c3)CC2)cc1
21	O=C(COc1cccc(-n2cnnn2)c1)Nc1ccccc1

| entry no. | 11 | 12 | 13 | 14 | 15 | 16 | 17 | 18 | 19 | 20 | 21 |
| --- | --- | --- | --- | --- | --- | --- | --- | --- | --- | --- | --- |
| NR2E3 ag-1 | 94* | 21 | 3 | -53 | -15 | 18 | 11 | 29 | -98 | 21 | -4 |
| CF NFkB inh | 8 | 20 | -28 | -83 | 24 | -3 | 9 | 1 | -4 | -5 | -7 |
| PDI turbidity | -10 | -1 | 4 | 6 | 1 | -23 | 1 | 0 | 11 | -5 | -4 |
| HIF-2a block | -11 | 12 | -49 | 15 | 8 | 3 | 17 | -69 | -208 | 17 | -8 |
| NR2E3 ag-2 | 2 | 3 | 4 | 1 | 2 | 1 | . | -5 | -2 | 2 | 2 |
| MITF TRPM1 inh | 14 | 1 | 3 | -23 | 2 | -1 | . | -5 | . | 1 | 1 |
| KKLEB tox | -9 | -3 | 2 | -5 | 1 | 0 | -2 | -13 | 9 | 1 | 0 |
| Peg3 promoter | 0 | 9 | -51 | -12 | 11 | 12 | -2 | 65* | -187 | 13 | -15 |
| Shn3 inh set2 | 27 | 8 | -28 | 5 | 11 | -5 | -6 | 16 | -87 | 9 | 18 |
| Vif inh | -10 | 1 | -9 | 38 | -6 | 2 | -5 | -18 | 2 | -10 | -6 |
| CaV13 FRET inh | -7 | -5 | -5 | -3 | -2 | -6 | -5 | -8 | -4 | 5 | -9 |

In another format: entries from further up
Order of values: NR2E3 ag-1	CF NFkB inh	PDI turbidity	HIF-2a block	NR2E3 ag-2	MITF TRPM1 inh	KKLEB tox	Peg3 promoter	Shn3 inh set2	Vif inh	CaV13 FRET inh
#9 CCOC(=O)Cc1csc(NC(=O)c2c(-c3c(Cl)cccc3Cl)noc2C)n1
→ -22	0	15	22	1	-2	0	6	-1	-2	-5
#10 O=C(Nc1cccc(S(=O)(=O)N2CCOCC2)c1)c1ccccc1[N+](=O)[O-]
→ -10	-13	6	4	2	-3	-3	-4	-2	0	-6
#11 Cc1cc(N2CCC(C)CC2)nc(-n2nc(C)cc2C)n1
→ 94*	8	-10	-11	2	14	-9	0	27	-10	-7
#12 CN(C)S(=O)(=O)c1ccc(C(=O)NCc2nnc(SCC(=O)N3CCCC3)o2)cc1
→ 21	20	-1	12	3	1	-3	9	8	1	-5
#13 Nc1cc(-c2ccccc2)nn1Cc1ccccc1
→ 3	-28	4	-49	4	3	2	-51	-28	-9	-5
#14 CCN(CC)CCCNc1nc2cc(OC)c(OC)cc2c2nc(-c3cccnc3)nn12
→ -53	-83	6	15	1	-23	-5	-12	5	38	-3
#15 CC1(C)Cc2cccc(OCC(=O)NCc3ccccc3F)c2O1
→ -15	24	1	8	2	2	1	11	11	-6	-2
#16 CC(C)CNC(=O)C1CCCN(C(=O)NCc2ccccc2)C1 (stereo not drawn)
→ 18	-3	-23	3	1	-1	0	12	-5	2	-6
#17 C[C@@H]1CN([C@H](C)CO)C(=O)c2c(c3ccccc3n2C)-c2ccccc2CO[C@H]1CN(C)S(=O)(=O)c1cn(C)cn1
→ 11	9	1	17	.	.	-2	-2	-6	-5	-5
#18 O=c1c2ccccc2sn1-c1ccccc1
→ 29	1	0	-69	-5	-5	-13	65*	16	-18	-8
#19 O=C(O)c1cc(-c2c[nH]c3ccccc23)nc2cc3ccccc3cc12
→ -98	-4	11	-208	-2	.	9	-187	-87	2	-4
